Source: PubChem BioAssay
EphA4 KYL inhibition: EphA4 ligand-binding antagonists – biochemical, colorimetric, mouse EphA4, primary screen (AID 689) | one-dose inhibition, % at 10 µM; IC50 in µM for titrated hits | EphA4-AP binding to KYL peptide, pNPP A405; higher % means a stronger effect | 0.1% of 62,000 active; in the data active = a potency from the dose series; inactive = the rest, 99 in 100 with inhibition below about 22%
* = called active by the depositor; & = joins results of further samples. Only part of the results is shown; count on the stated rates, not on these rows.

EphA4 KYL inhibition | SMILES
8% | CCCCNC(=O)Nc1ccccc1C(=O)NCc1ccco1
-6% | Cc1cccc(/C(N)=N/OC(=O)Cc2cccs2)c1
-2% | Cc1cccc(OCCCC(=O)Nc2ccc(S(=O)(=O)Nc3onc(C)c3C)cc2)c1
12% | CCOCCOC(=O)c1ccc(NC(=O)c2cccnc2)cc1
-15% | CCc1c(C)nc(N)n2c(SCC(=O)Nc3ccccc3)nnc12
-7% | COc1ccc(NC(=O)/C(C#N)=C\c2cc(C)n(-c3ccc(Oc4ccc([N+](=O)[O-])cn4)cc3)c2C)cc1
3% | COc1ccc(Nc2nc(N3CCCCC3)c3ccccc3n2)cc1
10% | O=C(NCCSCc1ccc(Cl)cc1Cl)c1ccc(CN2CCOCC2)cc1
-8% | COc1ccc(S(=O)(=O)N2CC3CCCN3c3ccc(C(F)(F)F)cc32)cc1 (stereo unspecified)
9% | COc1ccc(CCNC(=O)CC2Nc3ccccc3NC2=O)cc1OC (stereo unspecified)
2% | Cc1ccc(-c2ccc(OCC(=O)N3CCCc4ccccc43)cc2)cc1
-3% | Cn1c(Oc2ccc3c(c2)OCO3)nc2c1c(=O)n(Cc1ccccc1)c(=O)n2C
5% | COC(=O)c1cc(NC(=O)c2ccc(OCc3ccccc3)cc2)cc(C(=O)OC)c1
-9% | O=C1C(=O)N(Cc2ccc(F)cc2)c2ccc(Br)cc21
-10% | CC1(C)CC(=O)C=C(NCc2ccncc2)C1
-2% | COc1ccccc1/C=C1\C=C(c2ccc(Cl)cc2)OC1=O
-12% | O=C(NCCN1CCN(Cc2ccccc2)CC1)C1c2ccccc2C(=O)N2CCc3ccccc3C12 (stereo unspecified)
-3% | CCOC(=O)C1CCN(C(=O)Nc2ccc(Cl)cc2)CC1
2% | Cc1ccc2c(c1)N(CC(=O)N1CCCc3ccccc31)C(=O)CO2
-5% | COc1cccc(C2c3c(-c4ccccc4)n[nH]c3C(=O)N2c2ccc(C(=O)O)cc2)c1 (stereo unspecified)
17% | CC(=O)c1cccc(NC(=O)Oc2ccccc2)c1
-3% | Cn1c(=O)cc(SCC(=O)N2CCN(Cc3ccc4c(c3)OCO4)CC2)c2ccccc21
1% | CC(C)c1ccc(/C=C2\CC/C(=C\C=N\N(C)C)C2=O)cc1
-7% | Cc1ccc2c(c1)N(CCCC(=O)NCC1COc3ccccc3O1)C(=O)CO2 (stereo unspecified)
-11% | CC(C)CCNC(=O)CNC(=O)c1cccs1
2% | COc1ccc(C(NC(C)=O)c2ccc3cccnc3c2O)c(OC)c1 (stereo unspecified)
-10% | CCN(CC)S(=O)(=O)c1ccc2[nH]c(=O)[nH]c2c1
-5% | Cc1noc(C)c1S(=O)(=O)N1CCCC(C(=O)Nc2ccc(Cl)cn2)C1 (stereo unspecified)
-12% | O=[n+]1c2c(n([O-])c3cc(F)ccc31)CCCC2
-3% | CCCCNC(=O)/C(=C/c1ccccc1)NC(=O)c1ccc(OC)cc1
-4% | CC(Sc1nnc(-c2cccs2)n1-c1ccccc1)C(=O)NCc1ccc2c(c1)OCO2 (stereo unspecified)
-9% | O=S(=O)(c1ccc(Cl)cc1)N1CCSC1c1ccco1 (stereo unspecified)
-2% | CCOC(=O)c1cccc(NC(=O)C2CCCN2S(=O)(=O)c2cccc3cccnc23)c1 (stereo unspecified)
-7% | Cc1cc(C)cc(NC(=O)c2ccc(C)c([N+](=O)[O-])c2)c1
13% | CN1CCN(Cc2c(O)ccc3cc(-c4nc5ccccc5[nH]4)c(=O)oc23)CC1
4% | NC(=O)c1ccccc1NC(=O)/C(=C/c1ccccc1)c1ccccc1
-14% | O=C(Nc1ccccc1)c1ccc(Cn2cc(C(F)(F)F)ccc2=O)cc1
20% | O=C(COC(=O)CN1C(=O)c2ccccc2C1=O)Nc1ncc(Cl)cc1Cl
-35% | CCOc1ccc(C(=O)NC2CCN(S(=O)(=O)CC)CC2)cc1
7% | O=C(NCc1ccc(Cl)c(Cl)c1)c1ccc(Br)cc1
1% | O=[N+]([O-])c1cc(C(F)(F)F)ccc1NCCNC(=S)Nc1ccc(Cl)cc1
6% | Cc1c(C(=O)Nc2ccc3oc(-c4cccnc4)nc3c2)oc2ccccc12
-1% | CC12CN3CC(=O)N4CC5(C)CN(CC(C)(C4)C5=O)C(=O)CN(C1)CC(C)(C3)C2=O
-9% | S=C1N(c2ccccc2)C(c2ccc(Cl)cc2)N2CCCN12 (stereo unspecified)
-2% | COc1ccc(S(=O)(=O)NC2CCCC2)c(Cl)c1Cl
-6% | Cc1cccc(-c2nnc(SCc3ccc(C#N)cc3)n2Cc2ccco2)c1
28% | COc1cc(/C=C2\SC(=S)N(c3ccc([N+](=O)[O-])cc3)C2=O)ccc1OC(=O)C12CC3CC(CC(C3)C1)C2
6% | CC(C)(C)NC(=O)c1cc(-c2ccc(Cl)cc2)nc2ccccc12
-4% | CCCC(=O)N1CCN(C2=NS(=O)(=O)c3ccccc32)CC1
2% | Fc1ccccc1/C=C1\CCCC2=C1Nc1ncnn1C2c1ccccc1F (stereo unspecified)
-1% | CC12CCC(C(=O)N3CCN(Cc4ccccc4)CC3)(OC1=O)C2(C)C (stereo unspecified)
4% | O=C(NCc1ccco1)c1cnccn1
-3% | Cc1ccc(-c2n[nH]c(=S)n2/N=C/c2ccc(C)s2)cc1
-6% | COc1ccc(-n2c(C)cc(C(=O)CSc3nn4c(=O)c(C(C)(C)C)nnc4s3)c2C)cc1
-9% | COc1ccc(C(=O)NC(=S)Nc2cccc([N+](=O)[O-])c2)cc1
-13% | CCn1cc(CNC(=O)C2C3CCC(C3)C2C(=O)O)cn1 (stereo unspecified)
-8% | O=C(OCC(=O)c1ccc(S(=O)(=O)N2CCCC2)cc1)C1=COCCO1
-4% | Cc1ccc(-n2c(=O)cc(NCc3cccnc3)[nH]c2=O)cc1
-7% | O=C(COc1ccc2ccccc2c1)Nc1cc([N+](=O)[O-])ccc1F
-5% | OCCCc1nc2n(n1)C(c1cccs1)C=C(c1ccccc1)N2 (stereo unspecified)

More compounds follow.
EphA4 KYL inhibition | SMILES
-4% | COc1cccc(OC)c1OCCN1CCN(C(=O)c2ccco2)CC1
-5% | O=C(Nc1cnccn1)c1cccs1
-9% | CCOC(=O)CCCNC(=O)COc1ccccc1C#N
-10% | COC(=O)c1ccccc1NC(=S)NC(NC(=O)c1ccccc1[N+](=O)[O-])C(Cl)(Cl)Cl (stereo unspecified)
-4% | CCOC(=O)CNC(=O)c1ccc2[nH]c3c(c2c1)CCCC3
-10% | O=C(C1CCCN(S(=O)(=O)c2cccc3nsnc23)C1)N1CCc2ccccc21 (stereo unspecified)
1% | COc1ccc(-c2noc(CCC(=O)N(C)c3cccc(C)c3)n2)cc1
-6% | CC1CCC(NC(=O)C2CCC(CNS(=O)(=O)c3cccc4nsnc34)CC2)CC1 (stereo unspecified)
-18%&0% | N/C(=N\OC(=O)CCc1ccccc1)c1ccc(Cl)cc1
-2% | COc1ccc(C)cc1NC(=O)c1[nH]c(C)c(C(C)=O)c1C
-12% | Cc1cccc(NC(=S)NC2CC3CCC(C2)N3Cc2ccco2)c1C (stereo unspecified)
-15% | CCN(CC)CCNC(=O)C(C(=O)c1ccccc1)n1ccccc1=O (stereo unspecified)
-14% | O=C(CN1C(=O)S/C(=C/c2ccccc2F)C1=O)Nc1cccc(O)c1
-2% | Cc1ccc(C)c(NC(=O)C2C3CCCC2C3c2ccccc2)c1 (stereo unspecified)
-6% | Cc1ccsc1C(=O)OCC(=O)c1cc(C)n(CC2CCCO2)c1C (stereo unspecified)
-4% | Cc1nc2c(C(=O)N3CCCC3)cnn2c(C)c1Cc1c(F)cccc1Cl
35% | CCNC(=O)n1nccc1C(C)Oc1cccc(C(F)(F)F)c1 (stereo unspecified)
-17% | CCOc1ccc(S(=O)(=O)Nc2cccnc2)cc1
-6% | O=CNc1ccc(S(=O)(=O)NCc2ccccc2)cc1
-7% | COc1ccc2nc(SCC(=O)Nc3c(C)cc(C)cc3C)[nH]c2c1
-12% | O=C(C1=C(O)C(=O)N(c2nncs2)C1c1ccc(Cl)cc1)c1cccs1 (stereo unspecified)
-11% | Cc1cccc(NC(=O)CSc2nc3ccccc3c3nc(CCc4c(C)n[nH]c4C)nn23)c1
-6% | CC(=O)Nc1ccc(S(=O)(=O)Oc2ccc(N3C(=O)C4CCCCC4C3=O)cc2)cc1 (stereo unspecified)
-2% | O=C(COC(=O)c1cccs1)NCc1ccc2c(c1)OCO2

Rewritten as comma-separated lines: part of the list above.
canonical_smiles,EphA4 KYL inhibition
CC1CCC(NC(=O)C2CCC(CNS(=O)(=O)c3cccc4nsnc34)CC2)CC1 (stereo unspecified),-6%
N/C(=N\OC(=O)CCc1ccccc1)c1ccc(Cl)cc1,-18%&0%
COc1ccc(C)cc1NC(=O)c1[nH]c(C)c(C(C)=O)c1C,-2%
Cc1cccc(NC(=S)NC2CC3CCC(C2)N3Cc2ccco2)c1C (stereo unspecified),-12%
CCN(CC)CCNC(=O)C(C(=O)c1ccccc1)n1ccccc1=O (stereo unspecified),-15%
O=C(CN1C(=O)S/C(=C/c2ccccc2F)C1=O)Nc1cccc(O)c1,-14%
Cc1ccc(C)c(NC(=O)C2C3CCCC2C3c2ccccc2)c1 (stereo unspecified),-2%
Cc1ccsc1C(=O)OCC(=O)c1cc(C)n(CC2CCCO2)c1C (stereo unspecified),-6%
Cc1nc2c(C(=O)N3CCCC3)cnn2c(C)c1Cc1c(F)cccc1Cl,-4%
CCNC(=O)n1nccc1C(C)Oc1cccc(C(F)(F)F)c1 (stereo unspecified),35%
CCOc1ccc(S(=O)(=O)Nc2cccnc2)cc1,-17%
O=CNc1ccc(S(=O)(=O)NCc2ccccc2)cc1,-6%
COc1ccc2nc(SCC(=O)Nc3c(C)cc(C)cc3C)[nH]c2c1,-7%
O=C(C1=C(O)C(=O)N(c2nncs2)C1c1ccc(Cl)cc1)c1cccs1 (stereo unspecified),-12%
Cc1cccc(NC(=O)CSc2nc3ccccc3c3nc(CCc4c(C)n[nH]c4C)nn23)c1,-11%
CC(=O)Nc1ccc(S(=O)(=O)Oc2ccc(N3C(=O)C4CCCCC4C3=O)cc2)cc1 (stereo unspecified),-6%
O=C(COC(=O)c1cccs1)NCc1ccc2c(c1)OCO2,-2%

The results go on:
EphA4 KYL inhibition | SMILES
-9% | CCOC(=O)CC1C(=O)NCCN1S(=O)(=O)c1ccc(Cl)cc1 (stereo unspecified)
-5% | Cc1nnc(SCc2cnc(-c3ccc(C(C)C)cc3)s2)n1C
-7% | CC(=O)c1c(OC(=O)c2ccccc2)c2ccccc2n1C
-2% | Cc1ccc(-c2ccccc2)n1-c1ccccc1C(=O)O
-1% | O=C(O)c1cccc(NS(=O)(=O)c2ccc(Cl)c(C(=O)O)c2)c1
-8% | COc1ccc(S(=O)(=O)Nc2cc(C(=O)NCCC(C)C)ccc2N2CCOCC2)cc1
-3% | Cc1ccc(-c2nnc(SCC(=O)N3CCOCC3)nc2-c2ccc(C)cc2)cc1
-6% | CCCC(C)c1nnc(NC(=O)CS(=O)(=O)Cc2ccccc2)s1 (stereo unspecified)
-18% | Cc1nc(N)c(C#N)c(-c2ccccc2Cl)c1C
4% | O=C(Cc1ccccc1)Nc1ccc2nn(-c3ccc(F)cc3)nc2c1
-10% | O=C(Nc1ccccc1)C(=O)Nc1ccc(F)cc1
1% | COc1ccc(NC(=O)Nc2ccc(Br)cn2)cc1OC
-4% | COc1ccc(OC)c(C(=O)/C=C/c2ccccc2C(F)(F)F)c1
10% | O=C(Nc1ccc(-c2cn3ccccc3n2)cc1)c1cccc(Br)c1
-15% | CCOC(=O)Cc1nnc(NC(=O)c2ccco2)s1
-8% | Cc1ccc(C(C(=O)NCc2ccco2)N(C(=O)CNC(=O)c2cccs2)c2ccc(C)cc2C)cc1 (stereo unspecified)
2% | CCOC(=O)C1=C(C)N(c2ccc(C)cc2)C(=O)/C1=C\c1cccc(OC)c1O
-8% | CC(Oc1ccccc1F)C(=O)NCCN1CCCCC1 (stereo unspecified)
-12% | CN1CCc2c(sc3c2c(=O)n(-c2ccccc2)c2nncn32)C1
2% | O=C(/C=C/c1ccccc1OCc1ccccc1)c1ccc(Br)cc1
-3% | CCOC(=O)NC(Nc1ccc(F)cc1)C(Cl)(Cl)Cl (stereo unspecified)
10% | CCCc1nccn1S(=O)(=O)c1ccc(Br)c2ccccc12
-2% | CCN(Cc1cc2ccccc2[nH]c1=O)C(=O)c1cccnc1
-6% | Cn1c(SCC(=O)OC2CCCCC2)nnc1-c1ccc2c(c1)OCO2
-2% | CSc1nnc2c3ccccc3c3ccccc3c2n1
-1% | O=C(Nc1ccc2c(c1)OCCO2)C1CCN(S(=O)(=O)c2ccc(Br)s2)CC1
-3% | CN(C(=O)COc1cccc(Br)c1)C1CCS(=O)(=O)C1 (stereo unspecified)
-1% | CC(C)c1ccc(NC(=O)C(c2ccc3c(c2)OCO3)N2CCCCC2)cc1 (stereo unspecified)
-10% | Cc1ccc(NC2=NCCCCC2)cc1C
-7% | CCOC(=O)C1CCN(S(=O)(=O)c2ccc3[nH]c(=O)oc3c2)CC1
-14% | O=C(CCc1ccccc1)NCc1cccnc1
-4% | CCOC(=O)CSc1nc(C2CC2)cc(-c2ccc(F)cc2)c1C#N
25% | CC(=O)N(C)c1ccc(NC(=O)/C=C/c2ccccc2Cl)cc1
-11% | CCOC(=O)c1c(NC(=O)c2ccccc2F)sc(C(=O)Nc2ccc(OC)cc2OC)c1C
-3% | CCCCOC(=O)C1=C(C)Nc2ncnn2C1c1cc(OC)c(OC)cc1OC (stereo unspecified)
-15% | O=C(c1cnn2c(C(F)(F)F)cc(-c3ccco3)nc12)N1CCCc2ccccc21
-3% | COCCNc1nc(=S)[nH]c2cc(OC)c(OC)cc12
5% | COc1ccc(NC(=O)COc2c(C)cc(C)cc2C)cc1
-4% | O=C(NCc1ccco1)c1cnn2c(C(F)(F)F)cc(-c3cccs3)nc12
-5% | COC(=O)c1nc(-c2ccc(C)cc2)oc1N(C)C
2% | O=c1cc(-c2ccccc2)c2ccccc2[nH]1
4% | CCOc1ccc(N2C(=O)CC(SC(=NC)Nc3cccc(F)c3)C2=O)cc1 (stereo unspecified)
3% | Cc1c(NC(=O)c2ccccc2N)cccc1C(=O)O
